# Compound activity: PubChem, several laboratories
# Myeloid diff 2 – induction of myeloid progenitor differentiation, primary screen, cell-based, flow cytometry, MLPCN library | calls only at 10 µM | 360,000 compounds, 1% hits | AID 624256, 2012 | ER-HoxA9 myeloid progenitors, lysozyme-GFP differentiation;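 active = normalized GFP-positive differentiation at or above the plate's own cutoff, the solvent-only control mean plus 3 SD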;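 note: cells exposed to compound for four days before flow analysis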
# RSV antiviral HEp-2 – RSV antiviral activity via CPE protection, HEp-2 cells, primary 10 µM value included (AID 2391) | HEp-2 cells, RSV-induced CPE inhibition; higher % means a stronger effect | one-dose CPE inhibition, % at 10 µM; IC50 in µM for titrated hits | 310,000 compounds, 0.13% hits; in the data active = a potency from the dose series; note: strong numbers were not always called active
# WT yeast gro inh – growth inhibition of WT strain, primary screen, mitochondrial fusion inhibitor project, WT and mutant strains, chemical genetic. mitochondrial fusion phenotypic screen. inhibition, % at 10 µM. 190,000 compounds, 2.1% hits; in the data active = inhibition above about 58%; tested in S. cerevisiae
# T cell modulator – modulators of CD8 T cell-vesicle binding, primary screen, mouse 2C CD8+ T cells, flow cytometry; 330,000 compounds, 0.068% hits; calls only at 7 µM; 2C CD8+ T cell-vesicle binding; stronger effect = lower value;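 active = response, share of CD8 T cells binding vesicles, and their 90th percentile fluorescence all below set limits, cut at about 80% in these data, passing the limit was not always enough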
#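 material = purified 2C TCR transgenic mouse naive CD8+ T cells | controls = Unloaded micro-vesicles (low), QL9 vesicles with 0.7% DMSO (high) | detection = cytometric PE anti-B7-1 and Alexa647 anti-CD8 signals after 1% paraformaldehyde fixation | incubation = binding step 1.5 h, 37 °C, antibody labelling 20 min, ice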
# PhoP inhibition – inhibitors of PhoP regulon expression, primary screen, Salmonella Typhimurium, GFP reporter (AID 1863). S. Typhimurium PhoP-regulated promoter GFP reporter, 4 h; higher % means a stronger effect. inhibition, % at 50 µM, or IC50 in µM where a hit was titrated. 300,000 compounds, 0.16% hits;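 active = inhibition over 29.93%, a cutoff 3 SD above the screen mean, later confirmed by dose response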;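 note: 0% = low Mg2+ inducing control and 100% = high Mg2+ repressing control; strong numbers were not always called active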
# MgcRacGAP inhibition – MgcRacGAP GTPase-activating activity inhibitors, confirmation, biochemical, ADP Hunter fluorescence. Rac GTPase-activating protein 1 (Homo sapiens). MgcRacGAP-stimulated Rac1 GTP hydrolysis, ADP Hunter fluorescence; higher % means a stronger effect; GST-tagged Rac1 F28L mutant substrate. one-dose inhibition, % at 30 µM; IC50 in µM for titrated hits. 340,000 compounds, 0.6% hits;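 active = first-screen hits whose inhibition reached a set limit at any dose in the follow-up dose series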;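 note: fluorescence reports GDP produced by GAP-driven GTP hydrolysis; strong numbers were not always called active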
# Large T inhibition – SV40 large T antigen inhibitors, biochemical (AID 1903). SV40 large T antigen ATPase/helicase inhibition assay; higher % means a stronger effect. inhibition, % at 20 µM; hits with a dose series show IC50 in µM. 310,000 compounds, 0.39% hits; in the data active = a potency from the dose series; note: strong numbers were not always called active
# b-catenin transl – modulators of beta-catenin nuclear translocation, primary screen, imaging, HeLa cells, immunofluorescence, high-content | nuclear translocation activity, % at 5 µM | 190,000 compounds, 0.3% hits | AID 1665, 2009;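 active = nuclear translocation activity above 50% at 5 µM, with a well cell count of 50 or more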;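 note: per-cell ratio of nuclear to cytoplasmic median beta-catenin stain intensity; plate controls were DMSO negative control for no effect and GSK-3 inhibitor IX positive control for full effect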
#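 assay system = human HeLa cells, endogenous beta-catenin | times = compound treatment 24 h, 37°C, 5% CO2 | detection = Anti-beta-catenin immunofluorescence on PFA-fixed, Triton-permeabilized cells, DAPI nuclei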
# West Nile virus CPE – West Nile virus antiviral activity, cell-based, CPE readout (AID 1621) | one-dose CPE inhibition, % at 10 µM; IC50 in µM for titrated hits | 290,000 compounds, 0.02% hits | West Nile virus-infected cells, CPE inhibition; higher % means a stronger effect; in the data active = a potency from the dose series; note: strong numbers were not always called active
# WT yeast gro inh mutant strain – recorded beside WT yeast gro inh, whose call it bears; inhibition, %; mitochondrial fusion phenotypic screen, mutant strain inhibition
# b-catenin transl cell count 5 µM – also measured in b-catenin transl; calls as there; cell count; measured here: cell count, cytotoxicity flag
# T cell modulator vesicle-bound % – recorded beside T cell modulator, whose call it bears; double positive events, %; measured here: CD8+ vesicle-bound cell fraction;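 binding gate set so that unloaded-vesicle control wells show 10% double positive cells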
# Myeloid diff 2 GFP+ MAC1+ % – recorded beside Myeloid diff 2, whose call it bears; GFP+ MAC1+ double positive, %; measured here: differentiation confirmed by MAC1 staining
# * marks the source's active call; other numbers are inactive results; i = inactive; nt = no result given; & = joins results of further samples. An excerpt; count on the stated rates, not on these rows.
# The line under a structure holds: Myeloid diff 2, Myeloid diff 2 GFP+ MAC1+ %, RSV antiviral HEp-2, WT yeast gro inh, WT yeast gro inh mutant strain, T cell modulator, T cell modulator vesicle-bound %, PhoP inhibition, MgcRacGAP inhibition, Large T inhibition, b-catenin transl, b-catenin transl cell count 5 µM, West Nile virus CPE
Oc1cc2c(cc1O)[C@H]1c3ccc(O)c(O)c3OC[C@@]1(O)C2
    i, 0.7, 2.6%, nt, nt, i, 28, nt, 8%, nt, nt, nt, nt
C1COC(NC(C2CC2)C2CC2)=N1
    i, 2.6, 1.1%, -8, 4, i, 28, 2%, -1%, 18%, -4.0, 602, 0.2%
CN(C)CCC[C@]1(c2ccc(F)cc2)OCc2cc(C#N)ccc21
    i, 2.1, -2.5%, nt, nt, i, 26, -4%, -1%, 16%, nt, nt, 1.2%
CCCCCC(=O)O[C@]1(C(C)=O)CC[C@H]2[C@@H]3CCC4=CC(=O)CC[C@]4(C)[C@H]3CC[C@@]21C
    i, 1.2, -2.4%, 74*, -0.3*, i, 12, 6%&-3%, 5%, 11%&-3%, nt, nt, 0.8%
CN1CCCN=C1COC(=O)C(O)(c1ccccc1)C1CCCCC1 (stereo unspecified)
    i, 2.4, -0.8%, 0, 1, i, 66, 8%&-4%, 5%, 5%&5%, nt, nt, -0.3%
O=C(O)c1cccnc1Nc1cccc(C(F)(F)F)c1
    i, 3.1, 2.6%, -2, -8, i, 8, -2%, -1%, 12%, -0.3, 562, 0.0%

# Single entries from above.
# For Large T inhibition, `CN(C)CCC[C@]1(c2ccc(F)cc2)OCc2cc(C#N)ccc21` has the entry 16%
# For Myeloid diff 2 GFP+ MAC1+ %, `Oc1cc2c(cc1O)[C@H]1c3ccc(O)c(O)c3OC[C@@]1(O)C2` has the entry 0.7

# In another format: results already given.
structure | Myeloid diff 2 | Myeloid diff 2 GFP+ MAC1+ % | RSV antiviral HEp-2 | WT yeast gro inh | WT yeast gro inh mutant strain | T cell modulator | T cell modulator vesicle-bound % | PhoP inhibition | MgcRacGAP inhibition | Large T inhibition | b-catenin transl | b-catenin transl cell count 5 µM | West Nile virus CPE
Oc1cc2c(cc1O)[C@H]1c3ccc(O)c(O)c3OC[C@@]1(O)C2 | i | 0.7 | 2.6% | nt | nt | i | 28 | nt | 8% | nt | nt | nt | nt
C1COC(NC(C2CC2)C2CC2)=N1 | i | 2.6 | 1.1% | -8 | 4 | i | 28 | 2% | -1% | 18% | -4.0 | 602 | 0.2%
CN(C)CCC[C@]1(c2ccc(F)cc2)OCc2cc(C#N)ccc21 | i | 2.1 | -2.5% | nt | nt | i | 26 | -4% | -1% | 16% | nt | nt | 1.2%
CCCCCC(=O)O[C@]1(C(C)=O)CC[C@H]2[C@@H]3CCC4=CC(=O)CC[C@]4(C)[C@H]3CC[C@@]21C | i | 1.2 | -2.4% | 74* | -0.3* | i | 12 | 6%&-3% | 5% | 11%&-3% | nt | nt | 0.8%
CN1CCCN=C1COC(=O)C(O)(c1ccccc1)C1CCCCC1 (stereo unspecified) | i | 2.4 | -0.8% | 0 | 1 | i | 66 | 8%&-4% | 5% | 5%&5% | nt | nt | -0.3%
O=C(O)c1cccnc1Nc1cccc(C(F)(F)F)c1 | i | 3.1 | 2.6% | -2 | -8 | i | 8 | -2% | -1% | 12% | -0.3 | 562 | 0.0%
